Peg3 promoter – inhibitors of Peg3 promoter; HeLa PEG-Prom luciferase reporter, luminescence, overnight; inhibition, % at 20 µM; 360,000 tested, 1.7% active; AID 588405;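 active = inhibition of at least 50% at 20 µM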
NR2E3 ag-1 – activates human photoreceptor nuclear receptor NR2E3 | AID 2300 | inhibition of corepressor binding, % at 4.78 µM | 320,000 tested, 0.12% active | Q9Y5X4 | GST-NR2E3/biotin-RetCOR TR-FRET, 1536-well;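 active = percent inhibition above the cutoff of mean plus 3 SD of all tested compounds, set per screening campaign, cut at about 20% in these data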;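 also: 0% = DMSO wells and 100% = biotin wells as full block of FRET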
Target sequence (Q9Y5X4 whole entry, looked up): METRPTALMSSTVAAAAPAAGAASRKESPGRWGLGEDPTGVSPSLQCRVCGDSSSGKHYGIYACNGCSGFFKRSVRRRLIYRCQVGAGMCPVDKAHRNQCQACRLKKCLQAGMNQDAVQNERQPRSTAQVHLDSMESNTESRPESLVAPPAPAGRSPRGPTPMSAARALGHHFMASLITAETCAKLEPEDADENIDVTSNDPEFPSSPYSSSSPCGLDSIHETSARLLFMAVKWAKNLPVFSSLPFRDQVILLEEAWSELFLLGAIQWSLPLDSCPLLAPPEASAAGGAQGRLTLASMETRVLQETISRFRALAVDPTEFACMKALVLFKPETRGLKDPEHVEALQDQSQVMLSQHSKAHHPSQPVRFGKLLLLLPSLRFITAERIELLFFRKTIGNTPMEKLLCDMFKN
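Test system – NR2E3–RetCOR corepressor complex · Quantity – NR2E3 fusion 1.35 nM · Buffer or medium – Tris pH 7.5 · Incubation – Compound–protein incubation for 5 h at 4 °C · Technique – TR-FRET, Eu(K)-anti-GST donor, streptavidin-D2 acceptor, ex 340, em 617/671 nm · Evaluation – percent inhibition of 671/617 nm emission ratio versus biotin and DMSO controls · Plate – 1536-well format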
TWEAK Fn14 block – TWEAK-Fn14 signaling inhibition; TWEAK-stimulated Fn14 reporter cells, luciferase luminescence, 8 h; inhibition, % at 10 µM; 360,000 tested, 2% active; AID 1159606; in the data active = inhibition above about 50%
NR2E3 ag-2 – agonists of human NR2E3 nuclear receptor; Q9Y5X4; 360,000 tested, 0.35% active; AID 602229; CHO-S Gal4-NCOR/VP16-NR2E3 two-hybrid, luciferase; inhibition of corepressor binding, % at 3.98 µM;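 active = inhibition above the mean of all tested compounds plus 3 SD, cut at about 70% in these data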;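 also: 0% = DMSO with NR2E3 transfected cells and 100% = cells lacking NR2E3 construct; higher means lower luciferase signal from less NR2E3 corepressor binding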
aDG glyco act – alpha-DG glycosylation activation | Pro5-aDG cells, alpha-DG glycosylation AlphaScreen (IIH6); 0% Pro5, 100% B10-LARGE cell signal | activation, % at 10 µM | 360,000 tested, 0.22% active | AID 624168;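 active = activation of at least 8% versus controls, or a plate z-score of at least 8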;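 also: Pro5 are CHO cells carrying HIG-tagged alpha-DG that lacks glycosylation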
Shn3 3UTR inh – reduces Shn3 3'UTR luciferase signal in osteoblasts; Clone20 osteoblast Shn3 3'UTR firefly luciferase, 24 h; AID 588674; 360,000 tested, 0.52% active; inhibition, % at 12.5 µM;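 active = mean inhibition of at least 75% with every replicate also reaching 75%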;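 also: 0% = median of neutral control wells and 100% = pilot-screen positive control compound; some compounds past the cut are filed as inactive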
MITF TRPM1 inh – MITF TRPM1 promoter inhibition in SK-MEL-5 cells; inhibition, % at 12.5 µM; 330,000 tested, 0.83% active; SK-MEL-5 TRPM1 promoter luciferase, 24 h; AID 488899;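 active = mean inhibition across replicates of 60% or more, whatever share of single replicates reaches that level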; also: values of inactives mirror those of a sister screen read the other way
HIF-2a inh – inhibitors of HIF-2a. inhibition, % at 18.8 µM. 360,000 tested, 0.72% active. AID 624352. 786-0 RCC cells HIF-2a reporter, luciferase luminescence, overnight;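 active = inhibition of the luminescence signal of 40% or more relative to plate controls, in a single-dose primary screen at 18.75 µM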
iPSC survival up – hiPSC single-cell survival enhancement; survival enhancement, % at 20 µM; ATPlite luminescence; 100% = ROCK inhibitor wells, 0% = DMSO; 360,000 tested, 0.044% active; in the data active = survival enhancement above about 18%;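 also: cells exposed to compounds for 16 hours before the ATP read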
CF NFkB block – blocks PAF-induced NF-kB reporter in cystic fibrosis cells. KKLEB NF-kB-GFP reporter, GFP fluorescence overnight. inhibition, % at 5 µM. 360,000 tested, 0.86% active. AID 588850;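 active = at least 50% inhibition at 5 µM, scaled per plate between neutral and stimulator controls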;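 also: PAF is a Pseudomonas aeruginosa culture filtrate used as stimulus; plate controls were PAF-stimulated DMSO wells for no effect and unstimulated DMSO wells for full effect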
KKLEB cytotox – counter-screen for CF NF-kB inhibitors: cytotoxicity; KKLEB CF airway cells viability, ATPlite luminescence, overnight; hits give low values; cells stimulated with P. aeruginosa culture filtrate; activity change (cytotoxicity), % at 5 µM; 360,000 tested, 0.36% active; AID 602141;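 active = corrected activity change at or below -50% at 5 µM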
The depositor's hits bear a star; . = not tested or not shown.

canonical_smiles	iPSC survival up	HIF-2a inh	TWEAK Fn14 block	CF NFkB block	aDG glyco act	MITF TRPM1 inh	NR2E3 ag-1	Shn3 3UTR inh	NR2E3 ag-2	KKLEB cytotox	Peg3 promoter
COc1ccc(C(=O)Nc2ccncc2)cc1OC	-0.5	-6	-23	5	-0.1	-14	-1	11	3	-10	-14
O=C(CN1CCN(Cc2ccccc2)CC1)NCc1ccc(Cl)cc1	0.4	13	10	14	0.0	12	2	9	23	-2	15
Cc1ccnc(N/N=C/c2ccccc2)n1	0.5	-89	15	8	-0.2	-31	-3	-54	-79	10	-115
COc1cc(-c2noc(C3CCCN(C(=O)c4c(F)cccc4F)C3)n2)cc(OC)c1OC (stereo not given)	0.7	27	-29	-1	0.0	-2	6	30	18	-2	23
CNS(=O)(=O)c1cccc(C(=O)OC2CCCCC2=O)c1 (stereo not given)	2.5	11	1	0	-0.1	-8	-1	-8	-1	1	3
O=C(Nc1ccccc1N1CCOCC1)c1cccc(F)c1	2.0	8	-1	-12	0.2	4	0	3	-3	-2	17
CN(C)c1ccc(C=Cc2ccnc3ccccc23)cc1N	0.0	-168	42	6	0.2	.	.	17	52	-1	-194
COc1ccc(C(=O)COC(=O)C(CCSC)NS(=O)(=O)c2ccc(Cl)cc2)cc1 (stereo not given)	1.7	14	10	-14	0.0	0	3	2	8	13	9
CCN1C(=O)/C(=C/c2cccs2)N(C)C1=S	-0.4	-10	10	2	-0.3	5	2	-10	4	2	-7
CC(C)N(C(=O)NC(=O)Nc1ccc(S(=O)(=O)N2CCCC2)cc1)S(C)(=O)=O	0.2	18	7	2	-0.2	10	1	-6	18	-2	12
CC(=O)Oc1ccc(/C=N/NC(=O)CCSc2ccccc2)cc1	2.9	-24	-8	0	0.3	1	1	-2	-8	7	-14
C=CCOc1ccc(/C=N/NC(=O)c2c(C)nc3ccc(Cl)cn23)cc1	-0.4	18	-20	-28	0.2	-17	-1	-2	1	-7	14

2 compounds from above, limited to CF NFkB block, Shn3 3UTR inh and NR2E3 ag-2.
| compound | CF NFkB block | Shn3 3UTR inh | NR2E3 ag-2 |
| --- | --- | --- | --- |
| COc1ccc(C(=O)COC(=O)C(CCSC)NS(=O)(=O)c2ccc(Cl)cc2)cc1 (stereo not given) | -14 | 2 | 8 |
| CCN1C(=O)/C(=C/c2cccs2)N(C)C1=S | 2 | -10 | 4 |

The listing continues.
canonical_smiles	iPSC survival up	HIF-2a inh	TWEAK Fn14 block	CF NFkB block	aDG glyco act	MITF TRPM1 inh	NR2E3 ag-1	Shn3 3UTR inh	NR2E3 ag-2	KKLEB cytotox	Peg3 promoter
O=S(CC1CC1(Cl)Cl)CC1CC1(Cl)Cl (stereo not given)	-1.6	18	-4	1	-0.3	2	-3	16	17	2	-1
CCOCCCNCc1ccc(OCc2ccccc2C)c(OC)c1	0.5	-27	7	0	0.4	-24	2	6	15	-3	-18
CC(=O)c1ccc(NC(=O)Nc2ccc([N+](=O)[O-])cc2)cc1	0.4	2	11	2	-0.1	7	-2	11	6	1	-6
Cn1c(CNc2ccc(Cl)cc2)nnc1SCC#N	0.6	7	0	-7	0.1	17	0	-6	5	0	-24
COc1ccc2cnn(Cc3ccccc3)c(=O)c2c1OC	-3.2	-68	28	1	0.4	0	0	-10	-2	-6	-154
Cc1ccn2c(CNC(C)c3cn(C)nc3C)c(C(=O)N3CCCCCC3)nc2c1 (stereo not given)	-0.4	8	2	-21	-0.1	-6	0	5	-34	10	0
O=[N+]([O-])c1ccc2nnn(O)c2c1	-1.0	11	2	-15	0.3	5	2	-2	3	3	2
CCn1c(=NC(=O)CN2C(=O)CCC2=O)sc2c(OC)ccc(OC)c21	2.0	5	-26	23	0.1	13	4	3	-12	7	16
COC(=O)c1ccc(NC(=O)CN(C)S(=O)(=O)c2ccc(OC)c(C)c2)cc1	0.2	-2	-7	-2	0.2	8	-1	12	-11	4	0
Cc1cc(C)c2c(=O)[nH]c(SCC(=O)N3CCCCC3)nc2n1	9.8	10	19	-9	-0.3	1	0	-44	-6	17	9
COc1cccc(C(=Cc2ccc([N+](=O)[O-])cc2)C(=O)O)c1	0.8	-12	-10	15	-0.1	.	.	4	-4	1	-5
Cc1nc(C)c(C(=O)Nc2cccc(F)c2)s1	1.0	-23	-6	9	0.0	3	-1	-19	-3	-3	8
O=C(CNC1CCCCCC1)Nc1ccccc1N1CCCCC1	3.5	16	-20	16	0.6	5	-2	46	5	-10	23
C#CCNC(=O)C1=C[C@H](c2csc3ccccc23)C[C@H](OCCCCO)O1	3.4	18	5	2	1.1	12	3	-10	20	-12	0
Cc1ccc(CNS(=O)(=O)c2cn(C)cn2)cc1	0.6	9	-8	0	0.0	-8	-1	-7	-3	4	-6
Cc1cccc(NC(=O)Cn2cccc2)c1	-1.7	9	-1	10	0.2	-11	1	18	-27	10	-2
S=C(Nc1ccccc1)c1nc2ccccc2s1	-1.0	-227	-11	-3	0.3	-25	3	-101	-25	-14	-257
COc1ccccc1Cc1c(-c2ccc(F)cc2)nc2ccc(Cl)cn12	-1.0	-176	-24	-12	-0.4	.	.	-28	-20	15	-123
Cc1noc(C)c1C(=O)OC(C)C(=O)N(C)c1ccccc1 (stereo not given)	-2.2	18	9	10	0.1	7	4	-3	3	-8	2
COc1ccccc1-c1nnc(NC(=O)C2CCCN2S(=O)(=O)c2cccs2)o1 (stereo not given)	3.5	12	27	-9	-0.3	.	.	-3	17	4	17
COCCCn1c(SCC(=O)N(C)C)nnc1-c1ccccc1	0.2	-14	-35	6	-0.1	-41	4	13	-23	5	-15
O=C(CC[C@H]1O[C@@H](n2ccc(=O)[nH]c2=O)[C@H](O)[C@@H]1O)NCc1ccc2c(c1)OCO2	-2.7	-5	-8	10	0.4	.	.	12	8	-12	3
CCOc1ccc(S(=O)(=O)Nc2nc3ccccc3nc2-n2ccc(=NC(=O)c3cccs3)cc2)cc1	2.7	3	-108	-20	0.8	-12	5	6	-14	6	27
Cc1ccc([N+](=O)[O-])c2c1C(N1CC(C)OC(C)C1)C(C)(C)O2 (stereo not given)	0.5	17	-11	8	-0.3	8	2	-7	-31	1	6
O=C(NC1C(=O)NNC1c1ccccc1)c1ccccc1 (stereo not given)	1.2	-118	-37	-7	-0.2	-23	-3	-56	-87	-7	-128
CSCCC(NC(=O)c1ccc(Cl)cc1Cl)C(=O)OC(C)C(=O)NCc1ccco1 (stereo not given)	1.5	-4	8	7	0.1	0	-1	-21	-3	5	-13
CC(C)NC(=O)C1Cc2c(-c3ccccc3Oc3ccccc3)ccnc2O1 (stereo not given)	-1.1	13	6	8	0.2	.	.	-15	12	-2	17
CCCN1CCN(C(=O)Cn2c(=O)oc3cc(S(=O)(=O)NCc4ccccc4)ccc32)CC1	-1.1	9	3	-9	0.4	-7	3	-2	19	4	7
Cc1ccc(C(=O)CSc2nc(O)cc(=O)[nH]2)cc1C	1.2	4	-37	-9	-0.2	-2	-5	6	-20	1	13
CC1(C)CC(=O)C2=C(C1)NC(=O)NC2c1ccc([N+](=O)[O-])cc1 (stereo not given)	-0.2	8	47	8	-0.2	11	0	0	-37	-2	6
O=C(c1ccccc1Cl)N1CCC(c2nc3c(nnn3Cc3ccco3)c(=O)[nH]2)CC1	-1.5	17	6	2	0.1	.	2	-7	-15	9	16
O=C(NCCN1CCC(n2c(=O)[nH]c3ccccc32)CC1)c1ccc(F)cc1F	0.2	6	-14	.	4.7	.	.	.	2	.	.
CCc1ccc(N(C(=O)c2csnn2)C(C(=O)NCc2ccccc2)c2ccco2)cc1 (stereo not given)	-4.2	-7	10	-5	0.2	-3	-1	-4	-10	-1	3
CC(NC(=O)c1ccccc1Cl)C(=O)O (stereo not given)	-0.8	3	6	-2	-0.1	3	0	2	-12	8	4
O=c1oc(-c2ccccc2NS(=O)(=O)c2ccc(Cl)cc2)nc2ccccc12	1.1	5	-13	9	0.0	10	-5	-14	6	8	9
CCOc1cccc(C(=O)NC(=S)Nc2ccc(Cl)cc2C(=O)O)c1	0.7	20	-1	-5	-0.3	-3	-1	1	3	-1	19
O=C(COC(=O)CN1C(=O)C2CCCCC2C1=O)NCc1ccc(Cl)cc1Cl (stereo not given)	-0.4	5	2	11	0.1	8	4	-2	-32	2	6
O=[N+]([O-])c1cc2c(cc1CN1CCN(CCOCCO)CC1)OCO2	1.0	17	10	-1	0.0	5	1	-2	0	-1	11
COc1cc(NC(=S)Nc2ccccn2)cc(OC)c1OC	-0.6	-17	6	17	0.2	12	4	4	-14	-10	-32
COc1ccc(C(c2c(C)n(C)n(-c3ccccc3)c2=O)c2c(C)n(C)n(-c3ccccc3)c2=O)cc1OC	-0.5	17	11	0	0.0	0	0	-4	-19	10	8
O=C(COC(=O)c1nc(Cl)ccc1Cl)Nc1ccccc1OC(F)F	-0.4	11	0	2	0.0	8	0	5	7	1	16
CN(C)C(CNC(=O)c1ccc(C(=O)c2ccccc2)cc1)c1ccccc1 (stereo not given)	-0.7	-7	8	-3	0.1	-4	1	0	11	-4	-7
CCS(=O)(=O)c1ccc(O)c(NC(=O)c2cc(OC)c(OC)c(OC)c2)c1	0.1	11	-1	-1	-0.3	10	-1	-3	-17	2	8
CN(C)c1ccc(C2NCCS2)cc1 (stereo not given)	5.9	16	8	-15	0.1	-14	1	-23	-34	11	-2
O=C(c1ccccc1)c1ccc(OCC(O)CN2CCCCC2)cc1 (stereo not given)	-2.0	14	7	3	0.3	-3	1	-15	-6	0	2
FC(F)(F)c1ccccc1N/N=C/c1cccnc1	-0.3	-69	-33	15	-0.1	-44	3	-35	-5	2	-82
CC1Cc2ccccc2N1C(=O)Cn1cc([N+](=O)[O-])cn1 (stereo not given)	0.3	14	-4	8	0.3	10	3	-8	-5	10	13
COc1ccc(-c2nc(CSCC(=O)NC3CCCc4ccccc43)c(C)o2)cc1OC (stereo not given)	-0.9	16	-10	-11	0.1	-4	-2	7	-28	5	13
CC(=O)c1sc(-c2ccc(Cl)cc2)nc1C	0.0	-252	-4	-20	-0.4	-41	-2	-25	-40	9	-169
Clc1ccc(-c2cnc3n2CCCCC3)cc1	-2.5	-30	-6	4	0.6	4	1	11	15	0	-11
S=c1[nH]nc(Cc2sc(-c3ccccc3)nc2-c2ccccc2)o1	-1.1	-32	11	-5	-0.1	12	0	-1	-8	2	0
O=C(NC(c1ccc(Cl)cc1)c1cnccn1)C1CCN(CCCOc2ccccc2)CC1 (stereo not given)	-1.8	5	3	7	0.5	.	.	-1	-10	-7	-15
Cc1ccc(N=C2C(=S)N(c3ccc(C)cc3)C(=N)N2/N=C/c2ccc(Cl)cc2)cc1	0.0	-162	-8	3	-0.4	-36	0	-19	-47	-3	-211

High-throughput results as filed in PubChem BioAssay.
